Tn6 DDE FP: DD(E)-Tn6 binding inhibition, primary FP screen | Fibrin DD(E) TRITC-Tn6 fluorescence polarization displacement | inhibition, % at 8.3 µM | 0.21% of 370,000 active;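 active means inhibition above a per-campaign cutoff: mean of compounds within control limits plus 3 SD, cut at about 15% in these data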;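 further: 0% = median of all compound wells on the plate and 100% = blocking peptide control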
MBD2 inh: MBD2-methylated oligo binding inhibition; TR-FRET, MBD2 binding to methylated oligonucleotide; inhibition, % at 4.4 µM; 0.31% of 370,000 active; AID 686964; in the data active means inhibition above about 13%
LEDGF integ inh: blocks HIV-1 LEDGF/p75-dependent DNA integration; 0.64% of 370,000 active; AID 743269; TR-FRET IN-LEDGF/p75 DNA integration, Eu/Cy5; inhibition, % at 3.7 µM;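 active means inhibition above the screen-wide mean plus 3 SD, cut at about 13% in these data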;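 further: signal is the Cy5 over europium emission ratio at 671 and 618 nm; 0% = plate median of compound wells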
PRMT1 FP inh: blocks human protein arginine methyltransferase 1 | Q99873 | recombinant PRMT1, activity-based probe fluorescence polarization | inhibition, % at 2.79 µM | 1.3% of 370,000 active | AID 652257;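 active means inhibition above about 21% made by adding two undisclosed values, limit read from the data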
UHRF1 MBD2 ctr: human UHRF1 methylated DNA binding inhibitors | inhibition, % at 4.4 µM | 0.75% of 370,000 active | UHRF1 binding to methylated oligo, TR-FRET; in the data active means inhibition above about 21%;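 further: UHRF1 SRA domain binding a hemimethylated CpG hairpin DNA probe; 0% = median of test compound wells and 100% = reference inhibitor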
KLK7 zymogen act: activators of human kallikrein-7 zymogen; 0.9% of 370,000 active; AID 652039; P49862; purified proKLK7, EDANS-DABCYL substrate fluorescence; 100% is mature enzyme control, 0% vehicle; activation, % at 7 µM;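 active means activation above the mean of all tested compounds plus 3 SD, computed per campaign excluding outliers beyond control limits, cut at about 13% in these data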
Target sequence (P49862 whole entry, looked up): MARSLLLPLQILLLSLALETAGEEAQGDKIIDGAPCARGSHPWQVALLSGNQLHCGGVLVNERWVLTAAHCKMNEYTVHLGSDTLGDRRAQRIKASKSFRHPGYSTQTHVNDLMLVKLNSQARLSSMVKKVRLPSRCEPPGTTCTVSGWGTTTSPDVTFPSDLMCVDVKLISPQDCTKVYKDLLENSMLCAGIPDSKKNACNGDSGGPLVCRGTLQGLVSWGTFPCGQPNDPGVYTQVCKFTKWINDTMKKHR
TDP2 absorb: blocks human TDP2 phosphodiesterase activity | recombinant TDP2, T5PNP hydrolysis, p-nitrophenol absorbance 415 nm | inhibition, % at 12.8 µM | 0.34% of 370,000 active | AID 720702;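 active means inhibition above the mean of all tested compounds plus 3 SD, set per campaign, cut at about 25% in these data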;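 further: 0% = DMSO with enzyme and 100% = buffer with substrate but no TDP2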
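Material: recombinant human TDP2; quantity: TDP2 enzyme at 120 nM final; medium: Tris-HCl pH 7.5 with MgCl2; compound: single concentration, 12.8 µM nominal, with 1% DMSO; incubation: 2 h enzyme incubation at 37 °C; signal: epi absorbance; measure: percent inhibition; benchmarks: high control without enzyme, low control DMSO plus TDP2; repeats: singlicate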
TCR-CD3 inh: human TCR-CD3 binding inhibition. TAMRA-labeled TCR probe fluorescence, biochemical. inhibition, % at 9.4 µM. 0.37% of 360,000 active; in the data active means inhibition above about 19%;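 further: recombinant mutant TCR 2C K166C tagged with TAMRA read by polarization; 0% = receptor in buffer alone and 100% = receptor with positive control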
SIAE primary: inhibitors of human sialic acid acetylesterase SIAE; AID 1053197; inhibition, % at 9.66 µM; Q9HAT2; SIAE FP-Rh probe binding, fluorescence polarization; 0.69% of 370,000 active;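 active means inhibition above a cutoff: mean of compounds within the control limits plus 3 SD of those, cut at about 17% in these data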;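 further: 0% = plate median of compound wells and 100% = probe without SIAE protein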
Target sequence (Q9HAT2 whole entry, looked up): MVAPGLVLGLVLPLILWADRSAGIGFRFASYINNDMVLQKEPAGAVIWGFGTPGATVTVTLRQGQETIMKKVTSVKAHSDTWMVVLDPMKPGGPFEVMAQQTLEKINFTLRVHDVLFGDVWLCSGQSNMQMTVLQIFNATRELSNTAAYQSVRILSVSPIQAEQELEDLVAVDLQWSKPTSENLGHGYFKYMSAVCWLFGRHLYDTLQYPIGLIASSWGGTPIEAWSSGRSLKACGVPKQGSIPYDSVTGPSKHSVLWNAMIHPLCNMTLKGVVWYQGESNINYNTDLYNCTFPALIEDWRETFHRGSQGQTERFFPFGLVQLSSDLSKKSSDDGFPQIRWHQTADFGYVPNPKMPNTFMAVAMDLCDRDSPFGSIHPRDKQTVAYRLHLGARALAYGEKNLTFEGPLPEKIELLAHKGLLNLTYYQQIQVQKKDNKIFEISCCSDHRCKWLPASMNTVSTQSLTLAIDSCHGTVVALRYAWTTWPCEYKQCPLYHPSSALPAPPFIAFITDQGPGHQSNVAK
DDE Tn7 FP inh: inhibitors of Tn7 peptide binding to human fibrin DD(E) | P02675 | FP displacement of FITC-Tn7 peptide from fibrin DD(E); 0% = median of compound wells per plate | inhibition, % at 8.3 µM | 0.13% of 370,000 active | AID 720508;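 active means inhibition above the mean of compounds falling within the control limits plus 3 SD of them, cut at about 14% in these data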;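 further: 0% = plate median of compound wells and 100% = 10 µM Aha-Tn7 peptide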
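Assay system: human fibrin DD(E). Input: DD(E) 2 µM final. Medium: Tris buffer with calcium and detergent, pH 7.8. Compound dosing: single point at 8.3 µM. Timing: 10 min plus 3 h, room temperature. Technique: fluorescence polarization of the labelled Tn7 tracer. Read-out: percent inhibition. Replicates: singlicate testing.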
* hit, by the source's call; . = no result given.

Tn6 DDE FP	MBD2 inh	LEDGF integ inh	PRMT1 FP inh	UHRF1 MBD2 ctr	KLK7 zymogen act	TDP2 absorb	TCR-CD3 inh	SIAE primary	DDE Tn7 FP inh	mol
-6	-2	3	0	-2	0.3	3	4	2	-5	O=C(NCCc1ccc(Cl)cc1)C1CCN(S(=O)(=O)c2ccc(-n3cnnn3)cc2)CC1
-12	-3	2	1	-1	0.0	7	-7	15	6	CN1C(=O)N(CC(=O)Nc2ccc(C(F)(F)F)cc2)C(=O)C12CCCCC2
-2	1	-1	-5	-3	0.0	-8	2	6	5	Cc1nc(N/N=C/c2ccccc2)nc(N(C)c2ccccc2)c1[N+](=O)[O-]
-1	-1	1	4	3	-0.3	-11	-6	4	-4	CC(C)[C@H](NC(=O)C1CCN(S(=O)(=O)c2ccccc2)CC1)C(=O)NCc1ccc(F)cc1
-8	-2	0	1	-2	0.3	1	5	-8	-3	COc1cc(NC(=O)c2cc(-c3cccs3)on2)cc(OC)c1OC
0	-2	-3	3	3	0.6	1	1	4	7	O=C(COc1ccc([N+](=O)[O-])cc1Cl)N(C1CCCCC1)C1CCS(=O)(=O)C1 (stereo not given)
-1	3	2	-1	-2	0.3	-2	10	-11	-9	CCOC(=O)[C@H]1[C@H]2COc3ccccc3[C@@H]2N2C(=O)c3cc(Cl)ccc3NC(=O)[C@@]12C
1	1	0	4	7	-0.2	8	-2	2	2	Cc1cccc(C)c1NC(=O)CNC(=O)COC(=O)c1ccc(Cl)s1
-5	-5	-6	0	-1	-15	-8	7	-12	5	O=C(NCCN1CCOCC1)c1ccc(/C=C2\Sc3ccccc3N(Cc3ccc(F)cc3)C2=O)cc1
-9	1	-2	-1	0	0.0	0	8	7	-5	O=C(Nc1ccc2c(c1)OCCO2)c1ccc(Cl)c(S(=O)(=O)N2CCCCC2)c1
-7	-4	3	4	3	0.1	7	-3	1	3	COc1cccc(C(NC(C)=O)c2nc(-c3cccc(C(=O)O)c3)cs2)c1 (stereo not given)
5	-6	2	-2	-3	-0.1	13	6	3	0	Cc1c(NC(=S)NC(=O)c2ccc(COc3ccccc3)cc2)cccc1C(=O)O
0	1	-9	4	-1	-0.6	-1	-5	-3	7	N#C/C(=N\O)c1nc2ccccc2s1
-6	0	-2	-2	4	-0.5	11	3	2	-6	COC(=O)[C@]1(S(=O)(=O)c2ccccc2)C[C@@H]2ON=C(c3ccc(OC)cc3)[C@@H]2C1
0	1	0	1	-3	-0.1	-2	7	6	0	O=C1OC(N2C(=O)CC[C@H]2C(=O)Nc2ccc3c(c2)OCO3)c2ccccc21 (stereo not given in full)
3	-3	-5	0	1	0.1	-14	-7	-3	4	Cc1ccccc1CC(=O)Nc1ccc(S(=O)(=O)N2CCN(C)CC2)cc1
-2	0	-5	2	-2	0.0	10	-2	-1	-1	O=C(NCc1ccc2c(c1)OCO2)c1nc(Cn2cc([N+](=O)[O-])cn2)no1
4	-3	-2	-4	-2	0.4	8	1	11	0	Cc1[nH]nc2c1C(c1ccccc1)N(Cc1ccccc1)C2=O (stereo not given)
-3	6	-5	2	4	-0.9	1	-2	2	3	CCOC(=O)C(=Nc1ccc(Cl)cc1)NO
8	0	2	-3	-1	0.9	2	1	-2	8	CN1CCN(C(=S)c2ccc(-c3cc(Cl)ccc3Cl)o2)CC1
11	-6	2	-5	0	0.1	-4	-3	-4	0	O=C(NC(C(=O)N/N=C/c1ccccn1)c1n[nH]c(=O)c2ccccc12)c1ccccc1 (stereo not given)
-5	2	-4	0	10	-0.6	5	-3	-1	1	O=[N+]([O-])c1ccc(Sc2nnnn2-c2ccccc2)c(Cl)c1
-2	6	-3	-3	-1	0.2	6	1	0	0	CC1=C(C(=O)N(C(C)C)C(C)C)CC(CC(=O)NCCN2CCOCC2)C(=O)N1Cc1ccccc1 (stereo not given)
-1	-2	-1	-1	0	-1.0	-1	0	-5	1	Cc1cc(-c2ccc(S(=O)(=O)N3CCCCC3)s2)on1
2	-3	2	1	-1	0.2	0	6	-3	-5	COc1ccc(CC(=O)NCc2nn(-c3ccccc3)nc2C)cc1OC
-3	-2	2	-3	-1	-0.3	7	5	-7	1	O=C(CN1CCN(S(=O)(=O)c2cccc(F)c2)CC1)Nc1ccnn1C1CCCC1
-6	10	-6	7	6	-0.3	-2	-4	-7	5	CCSC1=NCCN1S(=O)(=O)c1ccc2ccccc2c1
-8	-3	-1	3	2	0.8	-7	-9	-60	2	COc1ccc2nc(NC(=O)C(NS(=O)(=O)c3cccc4nsnc34)C(C)C)sc2c1 (stereo not given)
12	-5	-1	-3	-1	-0.2	-7	7	-8	0	Clc1ccc(N2CCN(c3nc4nonc4nc3N3CCSCC3)CC2)nc1
-3	-5	-2	1	3	0.7	-7	0	1	-5	O=C(O)C1CN(C(=O)c2cccc(Br)c2)C1
-13	2	-2	0	-3	0.7	3	3	4	-1	C/C(=N\NC(=O)c1c[nH]c2ccccc12)c1ccc2c(c1)OCO2
6	1	-1	4	-1	0.1	2	3	-2	-3	CCOC(=O)c1c(NC(=O)C2CC2)sc(C)c1CC

Arranged by heavy-atom count (lowest first): some entries from above
Tn6 DDE FP	MBD2 inh	LEDGF integ inh	PRMT1 FP inh	UHRF1 MBD2 ctr	KLK7 zymogen act	TDP2 absorb	TCR-CD3 inh	SIAE primary	DDE Tn7 FP inh	mol
-3	-5	-2	1	3	0.7	-7	0	1	-5	O=C(O)C1CN(C(=O)c2cccc(Br)c2)C1
-6	10	-6	7	6	-0.3	-2	-4	-7	5	CCSC1=NCCN1S(=O)(=O)c1ccc2ccccc2c1
-13	2	-2	0	-3	0.7	3	3	4	-1	C/C(=N\NC(=O)c1c[nH]c2ccccc12)c1ccc2c(c1)OCO2

Some values from above.
`CCOC(=O)c1c(NC(=O)C2CC2)sc(C)c1CC` in UHRF1 MBD2 ctr is listed with -1
`O=C(CN1CCN(S(=O)(=O)c2cccc(F)c2)CC1)Nc1ccnn1C1CCCC1` in UHRF1 MBD2 ctr is listed with -1

(next part)
Tn6 DDE FP	MBD2 inh	LEDGF integ inh	PRMT1 FP inh	UHRF1 MBD2 ctr	KLK7 zymogen act	TDP2 absorb	TCR-CD3 inh	SIAE primary	DDE Tn7 FP inh	mol
2	3	-3	0	0	-0.1	4	2	-8	-1	Cc1cc(C)n(CCNc2nc3nonc3nc2N2CCCCC2)n1
-5	7	-5	2	0	0.4	7	-5	9	-5	Cc1ccc(-c2nn3c(C)nnc3s2)cc1NC(=O)CSc1ccc(Cl)cc1
-1	2	-4	0	-1	-0.1	9	-2	4	7	Cc1c(C)c(C)c(CN2CCSCC2)c(C)c1C
-2	5	0	7	1	0.4	7	-5	6	-1	COc1cc(/C=C/C(=O)c2ccc(C)c([N+](=O)[O-])c2)cc(OC)c1O
-6	-5	1	-2	-5	0.7	0	-2	0	-7	Cc1[nH]n(-c2ccccc2)c(=O)c1/C=C1\C=NN=C1c1ccccc1
10	-4	5	-5	-2	0.5	5	2	4	-5	Cc1cc(C(=O)NNC(=O)c2cccc(C(F)(F)F)c2)no1
1	2	-7	5	2	0.2	-5	8	0	2	O=C(Cc1ccc(Cl)cc1)NNC(=O)c1ccco1
1	-2	-1	-3	0	-0.1	-1	1	0	3	COc1ccc(N(CCCN2C(=O)c3cccc4cccc(c34)C2=O)C(=O)c2cccs2)cc1
9	-4	-5	2	0	0.2	-3	-1	-6	4	Cc1ccc(OCCn2c(=O)n(C)c3ccccc32)cc1
4	1	-3	2	-2	-0.5	5	-1	0	3	CN(Cc1ccccc1)C(=O)c1[nH]cnc1C(=O)NC1CCN(C(=O)OC(C)(C)C)CC1
-5	-4	3	-3	-1	0.4	14	4	-2	1	O=c1c(C=NCCCn2ccnc2)c(-c2ccccc2)[nH]n1-c1nc2ccccc2s1
6	2	0	-3	-4	0.5	4	4	0	6	CCCc1c(C(=O)N/N=C(\C)CCc2ccc(OC)cc2)nnn1-c1nonc1N
-1	4	-1	-2	-1	0.2	0	5	-3	1	COc1ccc(NS(=O)(=O)c2ccc(N3CC(O)=C(c4ccccc4)C3=N)cc2)cc1
3	-1	4	-4	-1	0.4	-6	.	-1	-6	COc1ccc(C(CCOC(=O)Oc2ccccc2)c2cc(OC)cc(OC)c2)cc1 (stereo not given)
7	-6	2	-4	0	0.8	7	0	-6	5	CCCOc1ccc(-c2nnc(-c3ccncc3)o2)cc1
4	-6	3	-3	3	0.3	-17	-10	2	1	COc1ccc(N2CCN(C(=S)Nc3ccc(C)cc3C)CC2)cc1
-8	6	6	3	1	0.7	5	-1	-4	-2	O=C(CSc1n[nH]c(-c2ccccc2)n1)Nc1ccc(Br)cn1
3	4	-3	0	8	-0.2	2	-6	-1	-5	O=C(NCc1ccc(Cl)cc1Cl)Nc1ccccc1
1	-3	2	-3	1	1.1	-4	6	-3	2	CCO/C(C)=N/n1c2nc3ccccc3nc2c2c(=O)n(CC(C)C)c(C)nc21
5	8	-2	5	0	0.2	5	-1	2	2	Cc1ccccc1S(=O)(=O)NC(=O)C1(C)CCN1C(=O)C1(c2ccccc2)CC1 (stereo not given)
-3	2	2	-1	0	0.5	6	6	-2	-2	COC(=O)[C@H](Cc1ccccc1)NC(=O)c1cc(COc2c(F)cccc2F)on1
1	2	-1	2	1	-0.6	10	-1	-4	1	COc1cc(OC)cc(-c2cc3cc(F)ccc3cn2)c1
2	5	-2	6	2	-0.4	-1	0	4	3	O=S1(=O)NC(=NCc2ccccc2)c2ccccc21
2	-6	11	-3	1	4.2	-16	-4	-3	-3	O=C(COC(=O)c1ccccc1O)NCC1COc2ccccc2O1 (stereo not given)

Screening results deposited in PubChem BioAssay by The Scripps Research Institute Molecular Screening Center.
